Compound activity as filed in PubChem BioAssay.
AmpC det inh: AmpC beta-lactamase inhibition, detergent assay. purified AmpC, nitrocefin hydrolysis with detergent. Potency, µM (titrated, usually from 28.7 µM), inactives show at the highest dose activity change, negative = inhibition. hit rate 0.09% among 71,000. AID 584; active means well fitted curve in the direction sought with a large enough effect
Target sequence (P00811 whole entry, looked up): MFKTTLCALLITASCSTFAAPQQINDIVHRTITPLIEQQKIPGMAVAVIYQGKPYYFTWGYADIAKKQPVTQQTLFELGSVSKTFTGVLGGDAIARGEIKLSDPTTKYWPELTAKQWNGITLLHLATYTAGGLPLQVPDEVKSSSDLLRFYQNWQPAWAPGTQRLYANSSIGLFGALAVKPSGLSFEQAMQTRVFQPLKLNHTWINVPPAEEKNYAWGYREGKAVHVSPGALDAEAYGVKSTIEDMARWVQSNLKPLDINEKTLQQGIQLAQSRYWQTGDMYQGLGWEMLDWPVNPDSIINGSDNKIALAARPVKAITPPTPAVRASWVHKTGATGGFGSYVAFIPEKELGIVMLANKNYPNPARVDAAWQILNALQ
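E. coli AmpC (5.3 nM) in 20 mM phosphate pH 7.0 with 0.01% Triton X-100, preincubated 15 min RT with compound; nitrocefin (2 uL of 800 uM stock) hydrolysis followed by 480 nm absorbance every 20 s over 4 min.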
Numbers without * were called inactive; & = joins results of further samples; [ ] = dose if it differs, or a comment. On the % scale 0 is the no-effect control and ±100 the full control effect; potency means the concentration at half of the fitted maximal effect. An excerpt; rates above refer to the full screens.

SMILES | AmpC det inh
CC(=O)c1c(C)c[nH]c1C | 9%
O=C(O)c1ccc(COc2ccccc2Cl)cc1 | -3%
CNc1oc(-c2ccco2)nc1C#N | -1%
COC(=O)Cn1nc(-c2ccccc2)c2ccccc2c1=O | -1%
CCOC(=O)C1CCN(Cc2ccccc2C(F)(F)F)CC1 | 0%
Cc1cc2occ(CC(=O)O)c2cc1C | 8%
CSc1nc(N)nc(SCC(=O)c2ccc(C)cc2)c1C#N | -1%
CCOC(=O)c1cnn(-c2ccccn2)c1N | -3%

(further entries)
SMILES | AmpC det inh
COC(=O)c1ccc(CSc2nnc(CNC(=O)c3cccs3)o2)o1 | -3%
COCC(C)NC(=O)NC(=O)c1ccc(Cl)cc1 (centres undefined) | -2%
CC1(C)CC(=O)C=C(Nc2ccccc2NC(=O)c2cnccn2)C1 | 10%
CN1CCN(CCCNC(=O)Cn2nc(-c3ccccc3)ccc2=O)CC1 | -2%
C=C(C)Cn1c(SCC#N)nc2ccccc2c1=O | 13%
CC(C)C(=O)NCCn1ccc2ccccc21 | -3%
C=CCn1c(N)c(C(=O)OCCC)c2nc3ccccc3nc21 | 0%
CC1(C)C(=O)OC(C(=O)c2ccccc2)C(C)(C)C1=O (centres undefined) | 4%

Remaining list, next part.
SMILES | AmpC det inh
O=C(C1CCN(S(=O)(=O)N2CCOCC2)CC1)N1CCN(c2ccccc2)CC1 | -4%
COC(=O)c1cc(N2C(=O)C3C(C2=O)C2(C)C=CC3(C)O2)ccc1Cl (centres undefined) | 13%
CCn1nc(C(=O)NCCc2ccc(S(N)(=O)=O)cc2)c2ccccc2c1=O | -2%
Cc1ccc(Cl)cc1N1CCN(C(=O)C2CCN(S(=O)(=O)c3c(C)nn(C)c3C)CC2)CC1 | -1%
Nc1ccccc1-c1nc2ccccc2[nH]1 | -4%
O=C(Nc1ccn(-c2ccccc2)n1)c1ccc(S(=O)(=O)N2CCCCCC2)cc1 | -5%
Cc1cc(C)nc(SCCC(=O)N(C)C)n1 | -3%
COc1cc2c(C(=O)N3CCN(C4CCCCC4)CC3)cn(CC(C)C)c(=O)c2cc1OC | -3%

(list continues)
SMILES | AmpC det inh
CCOC(=O)/C=C(\C)Sc1cc(=O)oc2ccccc12 | -3%
O=C(O)C1C2C=CC(C2)C1C(=O)Nc1cccc(F)c1 (centres undefined) | -1%
Nc1nsnc1C(=O)NCCO | -1%
O=C1c2ccccc2C(=O)c2c1ccc(C(=O)O)c2-c1ccc2ccccc2c1 | -4%[5.75 µM]
CC(C)CCC1(CCN)C(=O)NC(=O)NC1=O | -5%[5.75 µM]
CCOc1ccc(CNc2ccc3c(c2)ncn3C)cc1 | -8%
COc1ccc(S(=O)(=O)N2CCN(C(=O)NCc3ccccc3)CC2)cc1 | -4%
CCc1ccc(NC2=NC(C(=O)c3ccccc3)CC(=O)N2)cc1 (centres undefined) | -6%

More records follow.
SMILES | AmpC det inh
O=C(CSc1nc2ccccc2o1)NCc1n[nH]c(=O)c2ccccc12 | -1%
Cc1ccc(C)n1NC(=O)c1ccco1 | 0%
OC[C@@H]1O[C@@H](n2cnc3cncnc32)[C@@H](O)[C@H]1O | -4%
COc1ccc2cc(C)c(SCC(=O)Nc3cc(C)on3)nc2c1 | 27%
COc1ccccc1N1CCN(CC(O)COc2ccc3c(C)cc(=O)oc3c2)CC1 (centres undefined) | -4%
OCCNc1nc2ccc(Cl)cc2[nH]1 | 1%
O=C(Cc1c[nH]c2ccccc12)N1CCc2ccccc21 | 0%
Cc1cccc(OCCC(=O)Nc2ccc(S(=O)(=O)N3CCCC3)cc2)c1 | -2%

Following part:
SMILES | AmpC det inh
O=C(C1CCC1)N1CCN(Cc2ccccc2)CC1 | 8%
Cc1cc(C)c(Cn2c(=O)n(CCCC(=O)NCc3ccco3)c(=O)c3ccccc32)c(C)c1 | 9%
Nc1cc(C(=O)N2CCCC2)cc(C(=O)N2CCCC2)c1 | -5%
COc1ccc(NC(=O)C2CCC(=O)N2S(=O)(=O)c2ccc(C)cc2)c(OC)c1 (centres undefined) | -5%
COC(=O)c1cn(NC(=O)c2ccc3c(c2)OCO3)c(=O)c2ccccc12 | 2%
CN(C(=O)c1coc(=O)c2ccccc12)c1ccc(F)cc1 | -2%
O=C(O)CC(c1ccccc1)n1cccc1 (centres undefined) | -2%
O=C(CSc1ncccc1-c1nc2ccccc2[nH]1)N1CCN(c2ccccc2F)CC1 | 2%

Further entries follow:
SMILES | AmpC det inh
CCC(C)NC(=O)c1c(C)cc(=O)oc1C (centres undefined) | -1%
CCCC[C@H]1C[C@@H]1[C@@H]1N(C(C)=O)[C@H](c2cccc(OC)c2)CC12CC2 | -2%
CC(C)C(NC(=O)c1cccc(S(=O)(=O)N2CCOCC2)c1)C(=O)NCCc1ccccn1 (centres undefined) | -1%
CCn1nc(C(=O)OCC(=O)N2CCc3ccccc32)c2ccccc2c1=O | -2%
Cc1cc(Cl)ccc1OCC(=O)Nn1c(C)ccc1C | -5%
C(#CCN1CCOCC1)COCc1ccccc1 | 10%
Cc1cc(C)c(S(=O)(=O)Nc2nnc(C)s2)c(C)c1 | 9%
CCC1C(O)=C(c2ccccn2)C(=N)N1c1ccccc1 (centres undefined) | 9%

Carrying on:
SMILES | AmpC det inh
CCc1nnc(SCC(=O)Nc2ccc(C(C)=O)cc2)nc1CC | -6%
Cc1c(C(=O)NC2=NCCS2)oc2ccccc12 | -5%
Cc1ccc(Cn2c(Sc3nccc(C)n3)nc3c2c(=O)[nH]c(=O)n3C)cc1 | -4%
COc1ccccc1OC(C)C(=O)O (centres undefined) | -1%
Cn1c(=O)c2c(nc(SCC(=O)N3c4ccccc4CCc4ccccc43)n2C)n(C)c1=O | -7%
O=C(O)CS(=O)(=O)C(c1ccccc1)c1ccccc1 | -2%[5.75 µM]
COc1ccc(NC(=O)N2CCCC3(CCN(C(=O)c4cc(C(F)(F)F)cc(C(F)(F)F)c4)CC3)C2)cc1 | -6%
COc1ccc(CC(=O)Nc2cccc(-c3nnc(-c4cccc(C)c4)o3)c2)cc1OC | -3%

Next section:
SMILES | AmpC det inh
CCN=C=NCCCN(C)C | -1%[5.75 µM]
CN(C)S(=O)(=O)c1ccc(C(=O)N2CCC(c3nc4ccccc4o3)CC2)cc1 | -2%
CCC(=O)N1CCc2cc(S(=O)(=O)N3CCc4ccccc43)ccc21 | -2%
CC(=O)N1CCN(c2ccc(S(=O)(=O)N3CCCCC3)cn2)CC1 | -4%
COc1ccc(OC)c(NC(=O)CSc2nnc(CCCO)n2-c2ccccc2)c1 | -1%
COc1ccc(Oc2ncc3nc(-c4ccc(F)cc4)c(=O)n(Cc4cccs4)c3n2)cc1 | -2%
COc1ccccc1CNC(=O)C1CCN(S(=O)(=O)c2c(C)noc2C)CC1 | -4%
COCCn1c(=O)c(CCc2ccccc2)nc2cnc(N3CCOCC3)nc21 | 0%

Continued.
SMILES | AmpC det inh
CCSC(=N)N | -2%&0%
CCN(CCCNC(=O)COc1cc(=O)n(C)c2ccccc12)c1ccccc1 | -6%
CCN1CCN(c2ncc(C(=O)Nc3c(F)cc(F)cc3Br)c3ccccc23)CC1 | -5%
COc1ccc(S(=O)(=O)c2c(N)n(Cc3ccco3)c3nc4ccccc4nc23)cc1 | -1%
COc1cccc(Oc2c(C)oc3c(CN4CCOCC4)c(O)ccc3c2=O)c1 | -5%
O=C(Cc1c(F)c(F)c(F)c(F)c1F)OC12CC3CC(C1)C(=O)C(C3)C2 | 8%
CCN(c1ccccc1)S(=O)(=O)c1ccc(C(=O)Nc2nnc(COC)o2)cc1 | 0%
c1nc(NCCN2CCOCC2)c2cc(-c3ccoc3)ccc2n1 | 14%

Other entries.
SMILES | AmpC det inh
C=C1C(=O)O[C@@H]2[C@H]3O[C@]3(C)CCC=C(C)CC[C@@H]12 | -1%&0%
O=C1C2CCCN2C(c2cccc(Cl)c2)N1c1ccccn1 (centres undefined) | -5%
CN(C)S(=O)(=O)N1CCN(CC(=O)Nc2cc(Cl)ccc2Cl)CC1 | -7%
O=C(O)c1[nH]nc2c1COc1ccccc1-2 | -5%
CC(=O)C1=C(O)C(=O)N(CO)C1c1ccccc1F (centres undefined) | 7%
CCOC(=O)c1cnn(-c2nc(SC)nc3sc4c(c23)CCC4)c1N | -3%
C1COC1 | 10%
COCC(=O)N1CCC2(CC1)CN(c1cccc(-c3ccccc3)c1)C2 | -7%

(further entries)
SMILES | AmpC det inh
O=C(NCCCn1ccnc1)c1ccncc1 | -6%
Cc1cc(C)nc(NC(=O)Nc2ccccc2C(F)(F)F)n1 | -3%
CC(=O)Nc1ccc(S(=O)(=O)c2c(N)n(CCN3CCOCC3)c3nc4ccccc4nc23)cc1 | 2%
CCOC(=O)c1cc2sccc2n1CC(=O)OC(C)C | 1%
CCC1(CC)NC(=O)N(CC(=O)Nc2sc3c(c2C(N)=O)CCC3)C1=O | -3%
COc1ccc2c(c1)c1ncnc(N3CCN(Cc4ccc5c(c4)OCO5)CC3)c1n2C | 13%
COC(=O)[C@@]1(Cc2ccc(OC)cc2)[C@H]2c3cc(C(=O)N(C)C)n(CCSCCO)c3C[C@H]2CN1C(=O)c1ccccc1 | -3%
Cn1cc(/C(Cc2ccccc2)=N\O)c2ccccc21 | -5%

(list continues)
SMILES | AmpC det inh
CN(CCCNC(=O)C1CCCN(S(=O)(=O)c2cnc[nH]2)C1)c1ccccc1 (centres undefined) | 15%
Cc1ccc(CN2CCNC(=O)C2CC(=O)O)cc1 (centres undefined) | 1%
COc1cccc(Nc2ncc3ncc(=O)n(C[C@H]4CCCO4)c3n2)c1 | -3%
COCCNc1ncnc2nc[nH]c12 | -4%
CCc1cc2c(=O)n(Cc3ccco3)c(SCc3c(C)noc3C)nc2s1 | 7%
NC(=O)C1(N2CCCCC2)CCN(CC(=O)Nc2ccccc2-c2ccccc2)CC1 | -2%
N#C/C(N)=C(/N)C#N | 7%
COc1cc(C2NC(=O)NC(C)=C2C(=O)OC2CCCC(C)C2)ccc1O (centres undefined) | 4%

Remaining list, next part.
SMILES | AmpC det inh
c1cc(CN2CCC3(CCNCC3)CC2)ccn1 | -2%
COc1ccc(OCC(=O)Nc2cccc(OC)c2)cc1 | -4%
C=CCSc1nc2c(N)ncnc2n1[C@@H]1O[C@H](CO)[C@@H](O)[C@@H]1O | -4%[5.75 µM]
Cc1occc1-c1nnc(SCc2nc3ccccc3c(=O)n2CC#N)n1C | -1%
Nn1c(SCC(=O)Nc2ccc(F)cc2)nnc1-c1ccccn1 | 17%
C=C(C)C1Cc2nc(N)nc(C)c2C1 (centres undefined) | -2%
COc1ccc(OC)c(C(=O)COC(=O)c2cc(C)oc2C)c1 | -2%
Cc1cc(C)n(-c2ncnc3c2oc2ccccc23)n1 | -3%

(list continues)
SMILES | AmpC det inh
COCCNC(=O)c1cc(Br)ccc1Cl | 16%
Cc1cc2c(SCc3ccccc3Cl)nc(N)nc2nc1C | -4%[5.75 µM]
Cc1ccc2c(COC(=O)c3n[nH]c4ccccc34)cc(=O)oc2c1 | -2%
O=C(Cn1ncc2ccsc2c1=O)N1CCC2(CC1)OCCO2 | -2%
O=C(CSc1ncc(-c2ccc(F)cc2)[nH]1)N1CCCCC1 | -1%
CCN(CC)CCCN(Cc1cc2cc(OC)ccc2[nH]c1=O)C(=O)Nc1ccccc1 | -3%
CC(C)Cn1c(-c2cccs2)nc2nc3ccccc3nc21 | 17%
Cc1c(C(=O)NCC2CCCO2)oc2ccc(S(=O)(=O)N3CCCC3)cc12 (centres undefined) | -3%

The list goes on.
SMILES | AmpC det inh
Cn1c(NCc2cc(Br)ccc2O)nc2ccccc21 | 1%
Cc1ccsc1C(=O)OCC(=O)NCc1ccc2c(c1)OCO2 | 0%
CCNc1ncc2nc(-c3ccccc3)c(=O)n(CCc3ccccc3)c2n1 | 0%
CCOC(=O)COn1c(=O)c[n+]([O-])c2ccccc21 | -5%
COc1cccc(Nc2ncc3ncc(=O)n(CCc4ccccc4)c3n2)c1 | 0%
Cc1csc(NC(=O)Cc2nn(C)c(=O)c3ccccc23)n1 | -3%
CCOC(=O)C1CCCN(C(=O)CCNS(=O)(=O)c2ccc3c(c2)CCC(=O)N3)C1 (centres undefined) | -1%
COCCN(C(=O)c1csnn1)C(C(=O)NC1CCCCC1)c1sccc1C (centres undefined) | 11%

Remaining list, next part
SMILES | AmpC det inh
COc1ccc(-c2nc3cnc(N4CCNCC4)nc3n(C)c2=O)cc1 | 4%
O=S(=O)(Cc1ccccc1)N1CCN(Cc2ccc3c(c2)OCO3)CC1 | 2%
COc1ccc(C(c2nnnn2Cc2ccccc2)N2CCN(C(=O)c3ccco3)CC2)cc1OC (centres undefined) | -1%
CC(C)NC(=O)N1CC[C@@]2(CCCN(S(=O)(=O)c3ccccc3)C2)C1 | -3%
O=c1cc(CN2CCOCC2)c2c(ccc3ccccc32)o1 | -1%
CC1Cc2ccccc2N1C(=O)C1CCN(S(=O)(=O)c2cccs2)CC1 (centres undefined) | -2%
CCn1nc(C)c(NC(=O)CCCSc2nc(-c3ccco3)cc(C(F)(F)F)n2)c1C | 8%
O=C1C(Cl)=C(NCC2CCCO2)C(=O)N1C1CCCCC1 (centres undefined) | 5%
Cn1nnnc1Sc1nc(-c2cccnc2)nc2ccccc12 | -1%
